GC-B act: GC-B (human) receptor activation. P20594. HEK293-GC-B cells, CNP EC30, cGMP TR-FRET; 0% at EC30 CNP, 100% saturating CNP. activation, % at 10 µM. 0.11% of 370,000 active. AID 1920062;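 active means activation at 10 µM reaching about 35% in either raw or pattern-adjusted values, limit read from the data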
SMARCA2 activ: activators of SMARCA2 function; MG213 cells, MMTV-luciferase reporter, dexamethasone, overnight; activation, % at 9.1 µM; 1% of 370,000 active; AID 652017; in the data active means activation above about 7.8%;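 further: 0% = vehicle wells and 100% = reference activator wells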
HGIII-sPLA2 inh: Inhibits HGIII-sPLA2 liposome hydrolysis, primary screen; 0.56% of 370,000 active; inhibition, % at 12.2 µM; QFRET BODIPY PC-A2 liposome hydrolysis, fluorescence; AID 743126;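 active means inhibition above mean plus 3 SD of compounds lying within the high and low control bounds, cut at about 19% in these data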;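 further: 0% = median of test compound wells and 100% = no enzyme DMSO wells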
Target sequence (Q9NZ20 whole entry, looked up): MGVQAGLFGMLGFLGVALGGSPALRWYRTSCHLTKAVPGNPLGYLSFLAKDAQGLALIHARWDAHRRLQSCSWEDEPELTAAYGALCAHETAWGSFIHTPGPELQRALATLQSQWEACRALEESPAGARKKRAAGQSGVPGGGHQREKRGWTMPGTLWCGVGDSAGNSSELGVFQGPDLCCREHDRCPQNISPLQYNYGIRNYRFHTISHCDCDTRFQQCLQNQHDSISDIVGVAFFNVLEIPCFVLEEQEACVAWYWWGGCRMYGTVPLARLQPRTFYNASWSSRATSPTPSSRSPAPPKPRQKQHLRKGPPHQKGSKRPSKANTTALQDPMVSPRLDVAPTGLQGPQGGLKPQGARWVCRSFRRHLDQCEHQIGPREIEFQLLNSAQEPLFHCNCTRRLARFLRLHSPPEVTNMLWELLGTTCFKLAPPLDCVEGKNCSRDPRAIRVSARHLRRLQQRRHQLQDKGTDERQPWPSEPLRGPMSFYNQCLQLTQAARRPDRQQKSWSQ
DAX1 inh-1: inhibitors of human orphan nuclear receptor DAX1 (NR0B1); 0.99% of 340,000 active; P51843; AID 504766; HEK293 Gal4-DAX1 luciferase reporter, luminescence; inhibition, % at 6.75 µM;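 active means inhibition above the mean over all tested compounds plus 3 SD, cut at about 4.2% in these data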;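 further: 0% = DAX1-transfected cells with DMSO and 100% = empty-vector control cells with DMSO; inhibition shows as a rise in luminescence from relieved DAX1 repression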
DAX1 inh-2: DAX1 (NR0B1) inhibition, primary screen; 1.1% of 370,000 active; AID 652010; inhibition, % at 6.8 µM; HEK293T StAR-luciferase reporter, SF-1/DAX-1 repression relief;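 active means inhibition above the mean over all tested compounds plus 3 SD, cut at about 3.6% in these data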;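 further: 0% = DAX-1 cells with DMSO and 100% = cells lacking DAX-1 with DMSO; higher inhibition means more luminescence from relief of DAX-1 repression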
ssDAF-12 act: activates DAF-12 receptor from parasite S. stercoralis; HEK293 ssDAF-12/GRIP1 lit1-tk-luc reporter, luminescence; % of 3 µM dafachronic acid response; activation, % at 6.8 µM; 1% of 370,000 active;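 active means activation above the mean over all tested compounds plus 3 SD, cut at about 0.9% in these data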;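 further: 0% = DMSO-only wells and 100% = 3 µM delta7-dafachronic acid wells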
hgDAF-12 ag: activates the H. glycines DAF-12 receptor ligand-binding domain. HEK293 GAL4-hgDAF12 UAS-luciferase reporter, agonist luminescence; normalized to butyrate control. activation, % at 6.8 µM. 1.8% of 370,000 active. AID 687014;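 active means activation above a cutoff set at the mean of all screened compounds plus 3 SD, cut at about 10% in these data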;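 further: 0% = DMSO wells and 100% = sodium butyrate wells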
NPR1 activator: GC-A (human) enzyme activation. 0.14% of 370,000 active. AID 1671463. HEK293 GC-A cells, cGMP TR-FRET, EC30 ANP; 0% at EC30 ANP, 100% saturating ANP. P16066. activation, % at 10 µM; in the data active means activation above about 40%
GAA850 FXN act: activators of GAA850 frataxin (FXN) promoter | HEK293 lucGAA850 FXN promoter luciferase reporter, 24 h; percent of 10 µM SAHA response | 0.56% of 360,000 active | activation, % at 6 µM;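 active means activation above the average of all compounds screened plus 3 SD, cutoff fixed separately per campaign, cut at about 7.5% in these data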;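 further: 0% = DMSO wells and 100% = 10 µM SAHA wells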
ADAM10 inh: inhibitors of human ADAM10 | O14672 | recombinant ADAM10, EDANS/DABCYL FRET peptide cleavage, 3 h | inhibition, % at 7 µM | 0.62% of 370,000 active | AID 720582;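 active means inhibition above a per-campaign cutoff equal to the mean of compounds falling between control-based bounds plus 3 SD, cut at about 20% in these data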;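 further: 0% = DMSO wells while the 100% control is not disclosed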
Target sequence (O14672 214-748 limits assumed): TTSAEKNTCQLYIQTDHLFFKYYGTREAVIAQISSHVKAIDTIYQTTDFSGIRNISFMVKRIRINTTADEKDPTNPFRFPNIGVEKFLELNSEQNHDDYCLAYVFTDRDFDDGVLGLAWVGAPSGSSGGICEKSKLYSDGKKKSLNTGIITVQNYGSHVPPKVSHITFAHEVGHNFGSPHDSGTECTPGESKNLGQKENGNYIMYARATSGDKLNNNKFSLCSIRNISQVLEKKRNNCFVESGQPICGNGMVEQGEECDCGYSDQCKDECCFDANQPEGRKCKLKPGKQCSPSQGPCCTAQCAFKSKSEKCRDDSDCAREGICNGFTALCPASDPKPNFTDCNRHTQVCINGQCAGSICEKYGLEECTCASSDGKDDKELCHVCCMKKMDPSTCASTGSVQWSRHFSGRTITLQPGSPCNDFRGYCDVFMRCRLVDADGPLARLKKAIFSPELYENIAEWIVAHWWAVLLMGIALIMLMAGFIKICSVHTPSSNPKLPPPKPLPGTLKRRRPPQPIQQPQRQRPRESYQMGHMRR
hcDAF12 agonist: H. contortus DAF-12 activation, primary screen | HEK293 hcDAF-12 lit1-tk-luc reporter, luminescence; 0% DMSO, 100% Δ7-dafachronic acid | activation, % at 6.8 µM | 1.4% of 370,000 active | AID 652067;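 active means activation above the mean of all tested compounds plus 3 SD, cut at about 5.5% in these data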;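 further: 100% = response to 3 µM Δ7-dafachronic acid high control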
An asterisk follows results filed as active; · = no result given.

SMILES	GC-B act	SMARCA2 activ	HGIII-sPLA2 inh	DAX1 inh-1	DAX1 inh-2	ssDAF-12 act	hgDAF-12 ag	NPR1 activator	GAA850 FXN act	ADAM10 inh	hcDAF12 agonist
O=C(Oc1ccc2c(c1)OCC2=O)c1ccccc1	-1	2	-44	0.2	-0.2	-0.9	1.3	3	1.9	-1	-1.0
CCOc1ccccc1/C=C/c1onc(C)c1S(=O)(=O)N1CCC(C(=O)NC)CC1	-5	-4	11	-0.8	-1.6	-0.9	2.1	2	1.0	-30	0.1
CCOc1ccc(Br)cc1S(=O)(=O)Nc1ccc(C(=O)Nc2ccc(C)cc2)cc1	0	0	-4	0.2	0.4	-0.5	2.6	-7	1.1	-4	0.9
COCCN(Cc1nc(-c2ccc(-c3ccccc3)cc2)oc1C)C(C)C	-8	3	-2	-4.3	1.5	1.1*	15*	5	2.6	-10	10*
COc1ccc(S(=O)(=O)N(C)c2ccc(OC(=O)C(C)Oc3ccc(F)cc3)cc2)cc1 (centres undefined)	-3	1	-12	-0.6	-0.8	-1.5	0.8	-2	-1.8	2	-1.9
O=C(CSc1nc2ccccc2[nH]1)NCc1ccc2c(c1)OCO2	3	-2	0	-0.1	0.9	-0.9	0.1	0	0.3	6	0.3
O=C(NCc1cccnc1)c1c(O)c2cccc3c2n(c1=O)CCC3	8	1	-7	0.1	0.4	-2.0	3.5	-2	2.6	-40	-2.2
Cc1ccc2c(c1)N(CC(=O)N1CCOCC1)C(=O)C(C)O2 (centres undefined)	-1	-1	-2	1.1	0.7	-1.4	0.6	-4	0.8	1	0.8
O=C(C[C@@H]1CC[C@H](NC(=O)Nc2ccc(F)cc2)[C@@H](CO)O1)NCc1cccc(F)c1	6	-6	2	·	-0.3	-1.1	-0.2	1	·	0	-0.5
OC1(CN2CCOCC2)C2CN3CCN(C2)CC1(c1ccccc1)C3 (centres undefined)	5	1	0	-0.7	-0.1	0.1	-0.5	-4	1.0	5	-0.7
CCOc1cccc(NC(=O)C2CCCN(S(=O)(=O)c3ccc(-n4cnnn4)cc3)C2)c1 (centres undefined)	·	-2	10	-1.3	-1.3	-0.8	-0.9	·	-0.5	3	-1.9
Cc1ccn2c(=O)nc(SCc3cccc(C(F)(F)F)c3)nc2c1	1	-2	0	-2.3	-0.1	-1.1	-3.0	6	1.8	-22	-1.7
NS(=O)(=O)c1ccc(CCNC(=O)c2ccccc2[N+](=O)[O-])cc1	-3	-2	-3	0.7	-0.3	-0.4	1.5	2	1.2	8	2.8
O=C(COC(=O)c1ccc([N+](=O)[O-])cc1)Nc1ccccc1C(=O)NC1CC1	1	-2	18	-0.1	-0.8	-0.7	-3.4	-6	0.8	-20	-1.1
Cc1cc(NC(=O)CSc2ccc(F)cc2)no1	-1	2	5	1.8	0.0	-0.8	3.0	3	1.4	-5	-1.6
COc1ccc(C(=O)NCc2nnc(SCC(=O)NC3CCCCC3)o2)cc1	6	-2	12	1.1	-0.2	-1.1	-1.1	-2	0.4	-5	-2.3
CC(C)(C)c1ccc(OCCC(=O)OCC(=O)NCc2ccccc2)cc1	-1	-2	-3	0.9	0.2	-1.4	-4.4	3	-2.8	8	-1.7
COc1ccc(CN(C)C(=O)c2ccc(COc3ccccc3)cc2)c(OC)c1	0	-4	-12	0.1	-0.6	-2.2	-3.5	6	1.5	11	-1.8
CCOC1=C2[C@@H](CN(S(=O)(=O)c3ccc(C)cc3)[C@H]2c2ccc(CC)cc2)[C@H]2C(=O)N(c3ccccc3)C(=O)[C@H]2C1	-3	-3	-5	·	0.6	-0.9	5.0	3	·	-8	0.1
OC(c1ccc(F)c(F)c1)c1ncc(-c2ccc(Cl)cc2)[nH]1 (centres undefined)	-2	0	-8	·	0.3	-0.9	2.7	-4	0.1	7	-1.0
CCN(CC)c1ccc(C(=O)c2cnc(/N=C/N(C)C)s2)cc1	4	1	-10	1.9	-0.2	-0.6	8.8	1	4.8	-1	2.2
Cc1ccc(Cc2c(-c3ccccc3)nc3cc(C)c(Br)c(C)n23)cc1	-5	5	-1	·	-0.6	1.3*	5.9	-11	·	-2	2.5
CC(=O)N1Cc2cc(C(=O)NCC(F)(F)F)nc(-c3cccc(-c4cc5ccccc5o4)c3)c2[C@H]1CCO	-4	4	3	·	1.9	-0.6	1.3	-2	·	-4	-0.6
O=C(c1cnn2c(C(F)F)cc(-c3ccccc3)nc12)N1CCc2ccccc2C1	5	2	-2	-1.4	-1.0	-2.4	-0.2	-1	2.0	-47	-2.1
Cc1ccc(S(=O)(=O)NCC2CCC(C(=O)NCc3ccco3)CC2)cc1 (centres undefined)	1	0	4	-0.2	-0.4	-0.7	-0.8	1	0.7	-3	-0.4
SMILES	GC-B act	SMARCA2 activ	HGIII-sPLA2 inh	DAX1 inh-1	DAX1 inh-2	ssDAF-12 act	hgDAF-12 ag	NPR1 activator	GAA850 FXN act	ADAM10 inh	hcDAF12 agonist
COc1cc(/C=N/NC(=O)c2cccc(S(=O)(=O)N3CCCCC3)c2)cc(Br)c1O	-1	-4	-2	-0.4	-0.2	-1.3	4.8	-4	0.0	4	-0.9
CC(C)CN(C(=O)COC(=O)C12CC3CC(CC(O)(C3)C1)C2)c1c(N)n(Cc2ccccc2)c(=O)[nH]c1=O	0	-3	-3	0.7	0.4	0.3	-1.9	1	0.6	2	-1.1
O=C(c1ccc(=O)oc1)N1CCN(C(c2ccccc2)c2ccccc2)CC1	-11	-3	4	-0.5	1.4	-0.7	-1.1	-8	0.5	-105	1.1
CCc1ccc(NC(=O)C/C(C)=N/NC(=O)COc2ccc(C)cc2Br)cc1	-6	-2	-32	-0.9	0.0	-1.1	0.6	-6	2.2	8	-1.3
CNC(=O)CSc1nc(-c2ccccc2)c(-c2ccccc2)[nH]1	1	3	3	0.6	-0.5	-1.0	3.2	-8	-0.4	-2	-1.5
N/C(=N\NS(=O)(=O)c1ccc(Cl)cc1)c1ccccn1	0	-3	11	-0.5	-0.3	-0.9	0.2	-2	-0.8	6	-1.2
COc1ccc(-c2csc(NC(=O)CN3C(=O)NC4(CCCC4)C3=O)n2)cc1OC	-5	0	1	0.1	-0.3	-1.1	-0.9	2	2.5	-13	-1.1
Cc1nn(C)c(C)c1S(=O)(=O)N1CCC(C(=O)NC(C)c2ccccc2)CC1 (centres undefined)	-1	2	1	-0.7	-0.3	-1.8	0.6	2	2.3	10	-3.7
O=C(Nc1ccc(Br)cc1)OCCN1C(=O)CCC12CCC(c1ccccc1)CC2 (centres undefined)	-19	-1	-1	·	0.3	-0.3	-0.2	-11	·	2	-1.2
C[C@@H]1CN([C@@H](C)CO)C(=O)c2cc(NC(=O)c3ccccc3)ccc2O[C@@H](C)CCCCO[C@@H]1CN(C)Cc1ccc(C(F)(F)F)cc1	7	-4	-17	-0.8	0.5	-1.4	4.5	-3	-2.8	6	-1.3
Cc1cccc(C)c1NC(=O)CNC(=O)c1cncc(Br)c1	2	-1	-1	0.4	-0.2	-0.1	0.2	0	0.2	1	-0.7
COc1cccc(-c2cnc3c(NC(C)=O)cc(-c4cccc(NS(C)(=O)=O)c4)cn23)c1	9	4	-31	·	-3.3	-1.5	-1.9	4	-0.5	-67	-1.0
CC(=O)C1=CCC(c2ccccc2Cl)N(S(=O)(=O)c2ccc(C)cc2)C1 (centres undefined)	-4	-5	-3	·	-6.5	-2.0	-4.0	-4	·	1	-3.7
CCOC(=O)c1cc(C#N)c(SCC(=O)Nc2ccc(C(C)=O)cc2)[nH]c1=O	-6	-2	-15	-1.6	-0.3	-1.6	0.7	-1	-1.4	-11	0.8
Cc1n[nH]c(C)c1CN(C)C(=O)C1CCC(=O)N(CC2CCCCC2)C1 (centres undefined)	-2	-3	1	0.6	2.4	-0.7	-0.2	1	0.5	0	-0.9
COc1ccccc1NS(=O)(=O)c1ccc(NC(=O)CCNC(=O)c2ccco2)cc1	2	0	-13	0.1	0.3	-0.4	1.6	1	5.2	-2	-0.9
Cc1onc(-c2c(Cl)cccc2Cl)c1/C(N)=N/OC(=O)C(C)(C)C	-7	-4	7	1.3	0.3	-0.9	-0.8	5	3.6	0	-0.1
COc1nc(OC)nc(Oc2ccc([N+](=O)[O-])cc2Cl)n1	1	-3	1	0.4	-0.1	-1.7	-0.4	4	-2.5	-2	1.4
Cc1ccccc1CNCc1ccc2c(c1)OCO2	1	0	3	-0.4	0.0	-1.6	0.7	5	0.9	-10	-0.4
O=C(c1cccc(C(F)(F)F)c1)N(c1ccccn1)C1CCCCC1	-6	3	2	-0.5	-0.6	-1.5	-1.8	-6	-0.5	2	-0.6
CC(=O)Nc1ccc(C2=NN(Cc3nnc(-c4ccccc4)o3)C(=O)SC2)cc1	-4	-1	-12	-0.5	-1.0	-1.4	2.5	-1	3.6	3	-0.5
CC(=O)Nc1ccc(S(=O)(=O)NCC(=O)OCC(=O)N2CCCc3ccccc32)cc1	0	-1	0	-0.1	0.4	-0.7	0.4	1	-2.5	2	0.6
COc1ccc(NC(=O)NN(C(=O)c2ccccc2)C(C)(C)C)cc1	6	0	9	-0.6	0.1	-0.9	-3.9	2	-4.2	-5	-1.6
COc1ccccc1C(=O)COC(=O)c1cnc(C)cn1	-3	-2	3	0.0	1.2	-0.6	1.6	1	2.9	-13	-0.8
COc1ccc(Cc2nnc(NC(=O)CS(=O)(=O)c3ccccc3)s2)cc1OC	-3	-4	-13	-1.1	-0.3	-1.4	0.0	-4	0.7	1	-0.2
CCOC(=O)c1cnc(SCC(=O)N2CCC(C(N)=O)CC2)nc1N	-6	-1	8	0.5	-0.2	-1.8	1.9	3	-0.5	-1	-0.9

Single records, from the list above. Values in the order: GC-B act	SMARCA2 activ	HGIII-sPLA2 inh	DAX1 inh-1	DAX1 inh-2	ssDAF-12 act	hgDAF-12 ag	NPR1 activator	GAA850 FXN act	ADAM10 inh	hcDAF12 agonist
COc1ccccc1NS(=O)(=O)c1ccc(NC(=O)CCNC(=O)c2ccco2)cc1 as listed: 2	0	-13	0.1	0.3	-0.4	1.6	1	5.2	-2	-0.9
CC(C)(C)c1ccc(OCCC(=O)OCC(=O)NCc2ccccc2)cc1 as listed: -1	-2	-3	0.9	0.2	-1.4	-4.4	3	-2.8	8	-1.7
COCCN(Cc1nc(-c2ccc(-c3ccccc3)cc2)oc1C)C(C)C as listed: -8	3	-2	-4.3	1.5	1.1*	15*	5	2.6	-10	10*
OC1(CN2CCOCC2)C2CN3CCN(C2)CC1(c1ccccc1)C3 (centres undefined) as listed: 5	1	0	-0.7	-0.1	0.1	-0.5	-4	1.0	5	-0.7
COc1nc(OC)nc(Oc2ccc([N+](=O)[O-])cc2Cl)n1 as listed: 1	-3	1	0.4	-0.1	-1.7	-0.4	4	-2.5	-2	1.4

Bioassay records deposited in PubChem BioAssay by several laboratories.
